Bioassay records: PubChem BioAssay, National Center for Advancing Translational Sciences (NCATS)
WRN helicase inh = qHTS for Inhibitors of WRN Helicase; 360,000 tested, 0.46% active; Potency, µM (titrated, usually from 114 µM), for inactives: at the top dose activity change, negative = inhibition, hits mostly inhibitors; WRN helicase unwinding, fluorescent forked duplex, kinetic; Bifunctional 3'-5' exonuclease/ATP-dependent helicase WRN (Homo sapiens), Q14191; also: potency is read from the fitted curve at half-maximal effect; % is scaled to controls: 0 for no effect and ±100 for the full control effect; nearly all actives have a fitted effect of over 55% in size
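Primary qHTS, 1536-well format. 20 nM WRN + compound, 15 min RT; start with 100 nM forked fluorophore/quencher duplex, 2 mM ATP (final); kinetic read ex 525/em 598 nm.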
DRD3 antagonist = qHTS of D3 Dopamine Receptor Antagonist: qHTS | max response, negative = inhibition, % | AID 652054, 2013 | D(3) dopamine receptor (Homo sapiens), P35462 | D3R cells, DiscoveRx beta-arrestin luminescence, antagonist mode; hits give low values | 360,000 tested, 2.5% active; in the data active = max response below about -50%; inconclusive = no clear call, values can overlap the other calls; also: % is scaled to controls: 0 for no effect and ±100 for the full control effect; mostly tested at two doses, the higher about 12 µM
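Cells plated overnight at 1500 cells/well, then exposed to library compounds with dopamine controls for 90 minutes at 37 degrees C. DiscoveRx reagent added for 30–60 minutes at room temperature; luminescence read, quantitative HTS format.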
HEK293 tox = qHTS of GLP-1 Receptor Inverse Agonists: Cytotox Screen; HEK293 cAMP-luciferase reporter cells, luminescence, 24 h; Potency, µM (top dose mostly 38.3 µM), for inactives: at the top dose activity change, negative = inhibition, actives largely listed as inhibitors; 410,000 tested, 0.13% active;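 also: loss of luciferase light is scored as toxicity; potency is read from the fitted curve at half-maximal effect; % is scaled to controls: 0 for no effect and ±100 for the full control effect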
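1536-well qHTS counterscreen of the MLSMR; 200 cells/uL, 12 h pre-incubation, 23 nL cpd, 24 h at 37 deg C 5% CO2, luciferase detection reagent, 12 min RT, luminescence. Inhibition = undesired.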
GLP-1R inv ag = qHTS of GLP-1 Receptor Inverse Agonists (Inhibition Mode); Potency, µM (series often up to 38.3 µM), without a hit: at the top dose activity change, negative = inhibition, usual class: inhibitors; HEK293 GLP-1R CRE-luciferase, luminescence, 24 h; GLP-1R form is constitutively active; 410,000 tested, 1.6% active; also: potency is read from the fitted curve at half-maximal effect; % is scaled to controls: 0 for no effect and ±100 for the full control effect; nearly all actives have a fitted effect of over 55% in size
Target sequence (P43220 whole entry, looked up): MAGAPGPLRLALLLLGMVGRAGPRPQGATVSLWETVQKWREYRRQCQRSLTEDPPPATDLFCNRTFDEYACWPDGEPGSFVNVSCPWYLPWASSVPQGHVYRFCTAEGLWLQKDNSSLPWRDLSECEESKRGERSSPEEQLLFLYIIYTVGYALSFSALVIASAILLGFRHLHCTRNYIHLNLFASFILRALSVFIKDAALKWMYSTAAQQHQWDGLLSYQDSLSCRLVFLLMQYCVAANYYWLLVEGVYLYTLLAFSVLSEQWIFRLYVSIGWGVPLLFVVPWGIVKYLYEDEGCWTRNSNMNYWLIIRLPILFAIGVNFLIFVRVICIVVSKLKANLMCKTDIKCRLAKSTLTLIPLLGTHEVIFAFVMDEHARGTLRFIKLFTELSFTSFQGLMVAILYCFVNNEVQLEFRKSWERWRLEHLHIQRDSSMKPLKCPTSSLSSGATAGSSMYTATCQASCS
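Using stably transfected HEK293 (constitutively active GLP-1R, cAMP-luciferase reporter), compounds were incubated 24 hr and luciferase measured by luminescence.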
D3 ag = qHTS of D3 Dopamine Receptor Agonist: qHTS; D3R DiscoveRx beta-arrestin cells, luminescence, 90 min; 410,000 tested, 0.58% active; D(3) dopamine receptor (Homo sapiens), P35462; max activation, %; in the data active = max activation above about 30%; also: 0% is about no effect; mostly tested at two doses, the higher about 12 µM
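Cells at 1500/well, incubated overnight, then treated with pinned compounds (dopamine as control) for 90 min at 37 degrees C. DiscoveRx reagent added for 30 - 60 minutes at room temperature; luminescence read.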
PLK1 PBD inh = qHTS for Inhibitors of PLK1-PDB (polo-like kinase 1 - polo-box domain): Primary Screen; 360,000 tested, 2.8% active; Serine/threonine-protein kinase PLK1 (Homo sapiens), P53350; Plk1 PBD binding of FITC phosphopeptide, fluorescence polarization; Potency, µM, inactives show max response, negative = inhibition, hits mostly inhibitors; AID 720504, 2013; also: potency is read from the fitted curve at half-maximal effect; series mostly up to about 57 µM; % is scaled to controls: 0 for no effect and ±100 for the full control effect; nearly all actives have a fitted effect of over 65% in size
PI5P4Ka inh = qHTS for Inhibitors of phosphatidylinositol 5-phosphate 4-kinase (PI5P4K); max response, %; PI5P4Kalpha enzyme, ADP-Glo luminescence, 60 min; hits give low values; AID 652105, 2013; 330,000 tested, 1.2% active; Phosphatidylinositol 5-phosphate 4-kinase type-2 alpha (Homo sapiens), P48426; active = max response of -50% or lower; inconclusive = between -30% and -50%; inactive = -30% or higher; also: value at the top dose of about 77 µM; % is scaled to controls: 0 for no effect and ±100 for the full control effect
Target sequence (P48426 whole entry, looked up): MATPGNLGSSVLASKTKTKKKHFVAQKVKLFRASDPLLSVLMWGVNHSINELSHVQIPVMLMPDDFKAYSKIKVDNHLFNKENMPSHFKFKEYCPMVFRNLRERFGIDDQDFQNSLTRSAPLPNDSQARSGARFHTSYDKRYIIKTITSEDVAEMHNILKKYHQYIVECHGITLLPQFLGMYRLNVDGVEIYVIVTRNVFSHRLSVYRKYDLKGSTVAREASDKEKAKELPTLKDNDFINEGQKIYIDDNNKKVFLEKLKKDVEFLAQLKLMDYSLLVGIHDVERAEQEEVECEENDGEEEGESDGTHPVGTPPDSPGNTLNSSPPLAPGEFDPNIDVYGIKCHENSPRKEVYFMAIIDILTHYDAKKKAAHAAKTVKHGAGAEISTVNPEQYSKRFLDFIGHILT
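Compounds were pin-transferred onto PI5P4Kalpha and substrate in HEPES pH 7.4 buffer with EGTA, CHAPS and 5% DMSO. ATP (5 microM final) started the reaction, which ran 60 minutes at room temperature before ADP-Glo detection.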
IL2 activator = qHTS of IL-2 Activators; IL-2 activation reporter assay, cell-based qHTS; stimulated with anti-CD3/CD4/CD28 beads; in transgenic mouse T cells; activation, % (series mostly up to about 46 µM); 360,000 tested, 0.065% active; AID 652025, 2013; in the data active = activation above about 50%; inconclusive = mostly about 30% to 49%; also: 0% is about no effect
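Unstimulated transgenic mouse T cells, 750 per well, received compound and, after 60 minutes, anti-CD3/anti-CD4 bead plus anti-CD28 stimulation. EGFP and DsRed were quantified after 18 hours.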
GLP1R ag = qHTS of GLP-1 Receptor Agonists | Glucagon-like peptide 1 receptor (Homo sapiens), P43220 | HEK293 GLP-1R CRE-luciferase, luminescence, 4-6 h; cells express a hypersensitive GLP-1R form | Potency, µM (highest dose often 45.6 µM), for inactives: top-dose activation, actives largely listed as activators | 380,000 tested, 0.007% active | AID 624172, 2012; also: potency is read from the fitted curve at half-maximal effect; % of control where 0% means no effect
* hit, by the source's call; ? = inconclusive; . = not tested or not shown; [ ] = dose if it differs, or a comment. Unless noted, calls follow the shape of the dose curve; as a rule, active = well fitted curve in the direction sought with a large enough effect; inconclusive = small, poorly fitted or top-dose-only effect, or another doubt; inactive = no such curve, though single readings can be large; an effect the other way counts as inactive or inconclusive. Outcome played no part in choosing rows; overall some 7.8% were active at least once.

SMILES	WRN helicase inh	DRD3 antagonist	HEK293 tox	GLP-1R inv ag	D3 ag	PLK1 PBD inh	PI5P4Ka inh	IL2 activator	GLP1R ag
COc1cccc(-c2cnc(C(O)c3cccc(F)c3)[nH]2)c1 (centres undefined)	1%	-10	-1%	-11%	-4	1%	2	1.2	5%
Cc1nc2ccc(NC(=O)c3ccc(N4C(=O)CCC4=O)cc3)cc2s1	-9%	-15	4%	-7%	1	-4%	-8	0.3	8%
Cc1cc(C(=O)OCC(=O)Nc2ccc(F)cc2F)c(C)o1	2%	20	-11%	-9%	-6	-7%	0	-1.5	6%
COc1ccc(OCCC(=O)c2ccc(OC)cc2)cc1	-5%	6	?	-8%	7	-5%	2	-4.8	7%
Cc1cc(C)cc(OC(=O)CCN2C(=O)c3ccccc3C2=O)c1	-21%	?	1%	8%	11	-13%	.	-1.7	11%
CC1(C)NC(=O)N(CCOCCOc2ccccc2)C1=O	-7%	13	2%	-4%	4	3%	-5	-0.9	1%
COC(=O)c1ccc(CSc2nc3c(cnn3-c3ccc(F)cc3)c(=O)[nH]2)o1	-9%	27	0%	75%[activator]	32*	-10%	.	-1.7	8%
COc1cc(C(=O)NCC(c2cccs2)N2CCOCC2)c([N+](=O)[O-])cc1OC (centres undefined)	-4%	9	-6%	38%	16	-5%	-3	-2.5	9%
Cn1c(=O)c(S(=O)C2CCCCC2)c(O)c2ccccc21 (centres undefined)	0%	-5	-4%	15%	6	-7%	-3	1.3	-1%
COc1cccc2c1N1C(=O)c3c(C(=O)O)cccc3C1CC2(C)C (centres undefined)	-7%	9	-5%	11%	2	-13%	-14	1.7	-4%
Cc1cc(C(=O)NNC(=O)c2ccc(C(F)(F)F)cc2)no1	2%	-4	11%	18%	-4	-15%	0	0.1	0%
CC(Sc1n[nH]c(N)n1)C(=O)Nc1cccc(S(=O)(=O)N2CCOCC2)c1 (centres undefined)	-5%[57.1 µM]	5	7%	19%	7	-6%	10	0.2	3%
CC(C)CCOCC1CC2(CC(C)(c3csc(N)n3)OC2=O)C(=O)O1 (centres undefined)	-9%	24	-1%	4%	5	-5%	13	-0.9	-10%
COCCN1C=C(C(=O)OC)C(c2cc3c(cc2Br)OCO3)C(C(=O)OC)=C1	7%	14	1%	-1%	-15	-4%	.	-3.3	6%
O=C(COC(=O)c1ccc2c(c1)OCCO2)NCCc1ccc(F)cc1	1%	4	-2%	-1%	-2	4%	-1	-0.3	-2%
CCCCNc1ncnc2sc3c(c12)CCN(CCC)C3	-8%	6	?	-21%	0	7%	8	-1.0	1%
COc1ccc(N2CCN(C(=O)Cn3ncc4c([nH]c5ccccc54)c3=O)CC2)cc1	5%	39	-5%	3%	-11	-5%	1	-0.5	-1%
c1ccc(-c2cn3nc(-c4ccccc4)sc3n2)cc1	-4%	7	-3%	36%	5	-20%	0	-0.4	6%
COc1cc(NC(=O)c2ccc(-c3ccc(Br)cc3)o2)ccc1NC(=O)C(C)C	-2%	15	?	-26%	-1	-3%	0	2.0	-2%
COc1ccc(-c2cc(C(=O)Nc3cc(C)nn3-c3ccccc3)no2)cc1	-9%	-15	13%	51%[activator]	-1	-11%	-1	0.0	7%
Cc1ccccc1OCC(=O)Nc1ccccc1N1CCOCC1	1%	-23	9%	?	5	-4%	2	3.4	16%
CC(=O)NCCc1ccc(O)cc1	5%	3	6%	15%	2	4%	7	0.8	-6%
COc1ccc([C@H]2CC(=O)C=C(c3cccc(OC(F)(F)F)c3)C2)cc1	-10%	-25	10%	3%	2	11%	18	-2.2	5%
O=C(COC(=O)c1ccc(Br)cc1)NCc1ccc(F)cc1	-8%[57.1 µM]	-9	6%	11%	6	7%	6	0.2	-1%
O=C(NC1CCN(C(=O)Nc2cccc(F)c2)CC1)C1CCCCC1	2%	-24	-10%	13%	-1	-5%	0	-2.4	-10%
CS(=O)(=O)c1ccc2c(c1)SC1=NC(=O)/C(=C/c3ccco3)C(=N)N12	?	4	-19%	1%	2	-3%	-80*	-0.1	0%
C/C(=N\NC(=O)c1cccc([N+](=O)[O-])c1)c1ccco1	2%	-9	0%	11%	-1	-6%	-23	7.4	4%
C=C(C)c1cccc(C(C)(C)NC(=O)NC2CCCC2)c1	-22%[57.1 µM]	7	-3%[1.53 µM]	-18%	1	5%	-2	-0.7	-4%
O=c1[nH]c(NCc2ccco2)nnc1Cc1ccccc1Cl	-6%	-15	?	?	-9	-21%	-5	-0.7	0%
O=C(O)C1CC(=O)N(c2ccc(OCc3ccc(Br)cc3)cc2)C1 (centres undefined)	-6%[57.1 µM]	9	6%	11%	5	-1%	-2	1.2	0%
O=C(CSC(=S)N1CCOCC1)c1ccccc1	-1%	-4	4%	?	1	-11%	3	-1.4	-14%
CCn1c(=O)c2cc(S(=O)(=O)NCCOc3ccccc3)ccc2n(CC)c1=O	-10%	-23	2%	12%	5	-4%	.	0.1	27%
COc1ccc(S(=O)(=O)N2CCCCCC2)cc1C(=O)N1CCN(c2ccccc2O)CC1	-8%	-11	6%	-12%	-18	0%	?	-2.3	3%
Cc1ccc(S(=O)(=O)c2ccc(Cl)cc2)cc1S(N)(=O)=O	-4%	-5	7%	-3%	-4	-10%	-4	0.4	2%
Cn1nnnc1SCc1ccc(C(=O)Nc2ccc(Br)cc2)cc1	-2%	18	-8%	6%	0	0%	-11	0.1	10%
Cn1cc(CN2CCC(C(O)c3cccs3)CC2)c(-c2cccc(Cl)c2)n1 (centres undefined)	-1%	19	-24%	?	7	-5%	6	-0.1	23%

A draw from above in order of count of non-hydrogen atoms, ascending:
SMILES	WRN helicase inh	DRD3 antagonist	HEK293 tox	GLP-1R inv ag	D3 ag	PLK1 PBD inh	PI5P4Ka inh	IL2 activator	GLP1R ag
O=c1[nH]c(NCc2ccco2)nnc1Cc1ccccc1Cl	-6%	-15	?	?	-9	-21%	-5	-0.7	0%
O=C(O)C1CC(=O)N(c2ccc(OCc3ccc(Br)cc3)cc2)C1 (centres undefined)	-6%[57.1 µM]	9	6%	11%	5	-1%	-2	1.2	0%
COc1ccc(S(=O)(=O)N2CCCCCC2)cc1C(=O)N1CCN(c2ccccc2O)CC1	-8%	-11	6%	-12%	-18	0%	?	-2.3	3%

(list continues)
SMILES	WRN helicase inh	DRD3 antagonist	HEK293 tox	GLP-1R inv ag	D3 ag	PLK1 PBD inh	PI5P4Ka inh	IL2 activator	GLP1R ag
Cc1cc(OCCCCCNCCO)ccc1Cl	-3%	-23	-1%	?	-23	0%	.	-0.4	-2%
COc1ccc(C2SCCN2S(=O)(=O)c2ccc(NC(C)=O)cc2)cc1 (centres undefined)	-15%	15	-5%	-7%	0	-3%	.	-1.7	0%
Cc1ccccc1N=C1NN=C(c2ccccc2F)CS1	-4%	12	?	?	1	-18%	0	-0.3	2%
CCC(C)N(C(=O)COc1ccccc1C#N)C1CCS(=O)(=O)C1 (centres undefined)	2%	6	7%	6%	0	-3%	-8	1.0	-6%
C=CCN1N=C(/C=C/c2ccc(C)cc2)CCC1=O	8%	-10	2%	-11%	-4	-4%	4	3.2	10%
COc1ccc(C(=O)NNC(=O)C(=O)N2CCCCC2)cc1OC	-17%	0	3%	21%	-3	-5%	-2	1.0	-4%
CCOc1ccccc1NC(=O)COc1ccc2c(c1)OCO2	2%	21	3%	-24%	8	2%	0	0.7	?
CCOc1ccc(Cl)cc1S(=O)(=O)n1nnc2ccccc21	5%	-2	-1%	0%	-4	27µM*	-21	1.9	2%
CCC(C)c1c(O)nc(SCC(=O)c2ccccc2)[nH]c1=O (centres undefined)	4%	23	-1%	5%	1	-9%	.	-0.5	-9%
Cc1cccc(/C=N\N=C\c2cccc(C)c2)c1	-9%	11	14%	5%	19	-5%	4	-0.7	?
CC1(C)Cc2c(c(=S)nc(-c3ccccc3)n2CCN2CCOCC2)CO1	8%	-10	3%	2%	7	-3%	.	-2.9	-15%
Cc1cc(C)n(C(=O)CNC(=O)/C=C/c2ccccc2)n1	-12%	-2	2%	9%	-5	-10%	0	1.0	3%
O=C(CCc1ccccc1)NCCSCc1c(F)cccc1Cl	-31%[57.1 µM]	?	20%	-17%	-9	-8%	5	2.0	17%
COCC(C)n1c(COc2ccccc2F)nnc1SCC(=O)c1c(N)n(C)c(=O)n(C)c1=O (centres undefined)	-11%	7	4%[0.307 µM]	-2%[0.307 µM]	-11	-21%	-8	1.3	0%
CCCCCCS(=O)Cc1ccccc1 (centres undefined)	-3%	22	27%	9%	-5	-21%	1	1.0	3%
O=C(O)c1cc2cc(Oc3ccccc3)ccc2[nH]1	-27%	5	18%	12%	3	-10%	-10	-0.6	-13%
Cc1ccc(NC(=O)Cc2nc(COC(=O)c3c(F)cccc3Cl)cs2)cc1	-12%	11	-28%	?	5	-9%	3	-1.8	?
CN(Cc1ccccc1)C(=C(Cl)Cl)C(=C1NCCN1)[N+](=O)[O-]	-4%	-1	8%[7.66 µM]	-4%[7.66 µM]	3	?	1	0.2	0%
O=c1cc(CCl)[nH]c2nc3ccccc3n12	9%	4	-20%	4%	-15	?	-2	-0.8	-3%
Cc1ccc(C(=O)N2CCN(Cc3ccc4c(c3)OCO4)CC2)cc1C	4%	-62*	4%	?	-25	-6%	2	-0.4	4%
Cc1ccc(-c2nc3ccccc3c(=O)n2Cc2ccccc2)cc1	-3%	36	-8%	3.5µM*	0	7%	6	-0.4	16%
Cc1cc(N2CCN(C(=O)Nc3ccccc3C#N)CC2)c2ccccc2n1	-1%	-10	-1%	7%	-1	-13%	0	2.2	-1%
CNc1oc(Cc2ccccc2)nc1S(=O)(=O)c1ccc(Cl)cc1	-9%	-11	51%[activator]	20%	-11	-24%	.	-1.4	-1%
